GC-B act = GC-B (human) receptor activation; P20594; HEK293-GC-B cells, CNP EC30, cGMP TR-FRET; 0% at EC30 CNP, 100% saturating CNP; activation, % at 10 µM; actives 0.11% (n = 370,000); AID 1920062;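 active means activation at 10 µM reaching about 35% in either raw or pattern-adjusted values, limit read from the data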
ABHD4 inh = ABHD4 (mouse) inhibition, primary FP screen | inhibition, % at 8.92 µM | AID 720543 | purified mABHD4, FP-Rh probe fluorescence polarization | Q8VD66 | actives 0.54% (n = 370,000);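 active means inhibition exceeding the mean over every tested compound plus 3 SD, cut at about 30% in these data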;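 further: 0% = plate median of compound wells and 100% = S159A mutant with DMSO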
Target sequence (Q8VD66 whole entry, looked up): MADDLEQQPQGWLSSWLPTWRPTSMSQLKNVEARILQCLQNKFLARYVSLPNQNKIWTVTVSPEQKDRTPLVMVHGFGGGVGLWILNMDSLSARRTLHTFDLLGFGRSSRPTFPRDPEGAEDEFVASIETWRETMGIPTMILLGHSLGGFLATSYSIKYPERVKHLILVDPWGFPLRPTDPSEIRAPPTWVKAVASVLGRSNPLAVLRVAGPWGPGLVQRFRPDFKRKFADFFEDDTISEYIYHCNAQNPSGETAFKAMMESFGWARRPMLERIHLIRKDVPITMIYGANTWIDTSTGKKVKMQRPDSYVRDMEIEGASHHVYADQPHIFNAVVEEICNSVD
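Doses – 8.92 µM, single dose · Material – wild-type mouse ABHD4 protein · Replication – single well per compound (singlicate) · Measure – percent inhibition of probe binding, normalized to plate controls · Schedule – 45 min compound pre-incubation plus 60 min probe step, 25 °C · Detection – fluorescence polarization with parallel and perpendicular emission, 525/598 nm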
HTRA1 inhibitor = HTRA1 (human) protease inhibition; Q92743; recombinant HTRA1, FP-rhodamine activity-based probe, fluorescence polarization; inhibition, % at 5.96 µM; actives 0.5% (n = 340,000); AID 504803; in the data active means inhibition above about 36%;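 further: 0% = enzyme with DMSO and 100% = wells lacking enzyme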
MBD2 inh = blocks human MBD2 binding to methylated DNA; Q9UBB5; inhibition, % at 4.4 µM; actives 0.31% (n = 370,000); AID 686964; TR-FRET, MBD2 binding to methylated oligonucleotide; in the data active means inhibition above about 13%
Target sequence (Q9UBB5 whole entry, looked up): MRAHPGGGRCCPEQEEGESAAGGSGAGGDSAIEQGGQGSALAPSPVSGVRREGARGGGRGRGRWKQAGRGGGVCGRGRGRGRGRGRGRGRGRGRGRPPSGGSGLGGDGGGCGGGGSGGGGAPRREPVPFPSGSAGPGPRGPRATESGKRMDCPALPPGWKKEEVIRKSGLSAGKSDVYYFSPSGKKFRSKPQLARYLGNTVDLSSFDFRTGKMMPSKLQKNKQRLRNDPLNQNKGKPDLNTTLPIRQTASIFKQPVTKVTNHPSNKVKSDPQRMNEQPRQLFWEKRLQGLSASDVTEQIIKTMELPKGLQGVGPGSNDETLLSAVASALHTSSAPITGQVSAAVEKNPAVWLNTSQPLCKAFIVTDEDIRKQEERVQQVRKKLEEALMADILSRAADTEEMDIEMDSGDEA
TDP2 inh = TDP2 (human) inhibition, absorbance primary screen; inhibition, % at 12.8 µM; recombinant TDP2, T5PNP hydrolysis, p-nitrophenol absorbance 415 nm; O95551; actives 0.34% (n = 370,000);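 active means inhibition above the mean of all tested compounds plus 3 SD, set per campaign, cut at about 25% in these data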;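 further: 0% = DMSO with enzyme and 100% = buffer with substrate but no TDP2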
Target sequence (O95551 whole entry, looked up): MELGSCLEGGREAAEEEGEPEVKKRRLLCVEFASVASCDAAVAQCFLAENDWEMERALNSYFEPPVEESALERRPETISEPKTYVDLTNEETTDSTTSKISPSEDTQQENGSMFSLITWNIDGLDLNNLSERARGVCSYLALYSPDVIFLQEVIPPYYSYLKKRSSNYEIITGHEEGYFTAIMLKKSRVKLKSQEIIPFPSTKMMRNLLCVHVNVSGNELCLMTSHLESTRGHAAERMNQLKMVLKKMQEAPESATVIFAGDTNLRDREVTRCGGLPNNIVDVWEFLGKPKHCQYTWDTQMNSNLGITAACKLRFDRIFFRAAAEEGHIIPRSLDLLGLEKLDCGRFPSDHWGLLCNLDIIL
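Assay system: Recombinant human TDP2 | Quantity: 120 nM TDP2 per well | Incubation: 2 h at 37 °C | Signal: Epi absorbance | Evaluation: Percent inhibition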
SIAE primary = blocks human sialic acid acetylesterase; Q9HAT2; SIAE FP-Rh probe binding, fluorescence polarization; inhibition, % at 9.66 µM; actives 0.69% (n = 370,000); AID 1053197;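 active means inhibition above a cutoff: mean of compounds within the control limits plus 3 SD of those, cut at about 17% in these data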;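 further: 0% = plate median of compound wells and 100% = probe without SIAE protein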
PRMT1 FP inh = inhibitors of human PRMT1 | recombinant PRMT1, activity-based probe fluorescence polarization | inhibition, % at 2.79 µM | actives 1.3% (n = 370,000) | AID 652257;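 active means inhibition above about 21% made by adding two undisclosed values, limit read from the data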
LEDGF integ inh = blocks HIV-1 LEDGF/p75-dependent DNA integration; inhibition, % at 3.7 µM; TR-FRET IN-LEDGF/p75 DNA integration, Eu/Cy5; actives 0.64% (n = 370,000);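 active means inhibition above the screen-wide mean plus 3 SD, cut at about 13% in these data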;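 further: signal is the Cy5 over europium emission ratio at 671 and 618 nm; 0% = plate median of compound wells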
TCR CD3 inh = human TCR-CD3 binding inhibition | TAMRA-labeled TCR probe fluorescence, biochemical | inhibition, % at 9.4 µM | actives 0.37% (n = 360,000); in the data active means inhibition above about 19%;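 further: recombinant mutant TCR 2C K166C tagged with TAMRA read by polarization; 0% = receptor in buffer alone and 100% = receptor with positive control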
rCAG binder = molecules binding r(CAG) RNA repeats. r(CAG) RNA repeat, TO-PRO-1 dye displacement fluorescence. inhibition, % at 3 µM. actives 1.3% (n = 370,000);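 active means inhibition above the plate cutoff, the mean of all test compounds on that plate plus 3 SD, cut at about 35% in these data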;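 further: 0% = DMSO alone and 100% = 100 µM mitoxantrone as full dye displacement; higher means more dye released from RNA so lower well fluorescence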
Numbers without * were called inactive; x = not tested or not shown.

SMILES	GC-B act	ABHD4 inh	HTRA1 inhibitor	MBD2 inh	TDP2 inh	SIAE primary	PRMT1 FP inh	LEDGF integ inh	TCR CD3 inh	rCAG binder
COc1ccc(-c2[nH]ncc2CN(C)CCCN2CCOCC2)cc1F	1	-2	6	5	-2	1	-3	0	10	-8
CC1SCC(=NOCc2ccccc2)CS1 (centres undefined)	0	3	x	1	4	-3	-3	0	2	-4
C[C@@H]1COc2cc(N3CCC[C@H]3CO)ccc2S(=O)(=O)N1	0	4	x	-3	-4	2	-3	3	-4	2
CN[C@H]1C[C@H]2c3[nH]c4cccc(-c5cccc(F)c5)c4c3CCN2C(=O)[C@H]1[C@H](C)O	-8	5	x	1	1	5	2	-3	x	8
Cc1ncoc1C(=O)N1CCCC(C(=O)c2ccc(Oc3ccccc3)cc2)C1 (centres undefined)	0	-2	-2	5	4	1	-4	-2	2	0
COc1cc(C=NNc2nc3c([nH]2)c(=O)n(C)c(=O)n3C)ccc1O	-8	6	5	-7	-4	2	1	-6	3	5
CC(NC(=O)COC(=O)Cc1ccccc1[N+](=O)[O-])c1ccccc1 (centres undefined)	2	0	1	-7	-13	12	-2	5	-1	0
CCC(C)c1ccc(NC(=S)NCCn2cc(Cl)cn2)cc1 (centres undefined)	-1	-11	-10	-1	-21	-3	-3	3	4	-8
CCC(C)/C(C)=N/NC(=O)c1ccc(CSc2nc3ccccc3s2)cc1 (centres undefined)	-4	-26	-39	-2	-10	-11	-1	0	-3	6
Cc1c(C)n(Cc2ccc(Cl)cc2)c2ccc(C(=O)NCCN3CCOCC3)cc12	7	2	-4	5	-5	2	-8	3	4	-6
Cc1ccc(CCNC(=O)c2sc3nc4n(c(=O)c3c2C)CCC4)cc1	-7	-11	5	11	-8	-6	6	-6	-9	-8
CN(CC(=O)Nc1ccc(Cl)c(C(F)(F)F)c1)C(=O)CCc1nc2ccccc2c(=O)[nH]1	-4	1	10	-7	-4	-4	-2	3	7	3
Cc1cc(C)cc(NC(=O)C2CCCN(S(=O)(=O)c3c(C)noc3C)C2)c1 (centres undefined)	-2	-1	-1	5	-9	0	-2	0	10	-3
O=C(O)Cc1csc(Nc2cccc(Cl)c2)n1	1	5	-6	0	-4	-5	1	-1	7	0
COc1ccc(CCN2CC(C(=O)OC(C)C(=O)Nc3ccc(NC(C)=O)cc3)CC2=O)cc1OC (centres undefined)	4	2	4	-7	-6	-1	-1	-5	2	6
Cc1ccc(NC(=O)C/C(N)=N/OC(=O)Nc2cccc(C)c2)cc1	3	-9	-3	6	-7	2	10	-9	-7	4
O=C(c1cc(=O)c2ccccc2o1)N1CCN(c2cccc(Cl)c2)CC1	-3	-1	-9	-5	8	-1	-9	4	-3	-3
COC(=O)c1cc(C)ccc1OCc1ccc([N+](=O)[O-])cc1	-1	-8	7	-2	0	1	-3	5	2	0
CCn1c(CC(=O)Nc2ccccc2)nnc1SCC(=O)NC1=NCCS1	0	0	0	-5	13	-8	-3	3	3	3
Cc1ccc(-c2nc(CN(C)Cc3cccc4cnccc34)c(C)o2)s1	3	-1	-3	0	-2	-3	-2	3	2	-6
CCN(CC)C(=O)Cn1cc(S(=O)(=O)CC(=O)Nc2ccc(C(N)=O)cc2)c2ccccc21	3	7	4	-2	-5	-3	0	0	2	-3
CCCCN(C)CCNC(=O)CCn1nc(-c2ccc(Cl)cc2)ccc1=O	-5	1	1	-4	-11	2	-2	3	-5	-3
CCCCCCCSc1nnc(N)s1	3	-6	0	2	2	9	-5	0	-1	-5
CCN(C(=O)c1cnc(NC(C)C)cc1C(F)(F)F)c1ccc(Cl)cc1Cl	-6	3	-12	-6	-1	-5	-4	4	0	-4
Cc1cccc(N=C2NC(=O)/C(=C3/C(=O)N(C)c4ccccc43)S2)c1C	3	13	3	-7	-8	8	1	-1	6	17

A portion from further up, as a working copy:
SMILES	GC-B act	ABHD4 inh	HTRA1 inhibitor	MBD2 inh	TDP2 inh	SIAE primary	PRMT1 FP inh	LEDGF integ inh	TCR CD3 inh	rCAG binder
CCC(C)c1ccc(NC(=S)NCCn2cc(Cl)cn2)cc1 (centres undefined)	-1	-11	-10	-1	-21	-3	-3	3	4	-8
CCC(C)/C(C)=N/NC(=O)c1ccc(CSc2nc3ccccc3s2)cc1 (centres undefined)	-4	-26	-39	-2	-10	-11	-1	0	-3	6

Continuation:
SMILES	GC-B act	ABHD4 inh	HTRA1 inhibitor	MBD2 inh	TDP2 inh	SIAE primary	PRMT1 FP inh	LEDGF integ inh	TCR CD3 inh	rCAG binder
CCOC(=O)C1=C(c2ccccc2)OC(N)=C(C#N)C1c1ccc(Cl)s1 (centres undefined)	-11	-8	-36	-1	1	-2	1	1	-3	4
COc1cc(OC)c2ccc(=O)oc2c1C(CC(=O)N1CCCC1)c1ccc2c(c1)OCO2 (centres undefined)	-17	7	-6	0	3	2	4	2	-9	-1
CC(Oc1cccc(Cl)c1)C(=O)Nc1nc(-c2ccccn2)cs1 (centres undefined)	11	-9	3	-6	6	-7	3	12	5	4
O=c1nc(N/N=C/c2ccco2)cn[nH]1	2	11	2	6	4	0	-1	1	4	3
COc1ccc(CC(=O)Nc2cccc(-c3ccc4nnc(C)n4n3)c2)cc1OC	5	1	0	-1	-7	7	-1	-4	5	-1
CC(=O)NCCNC(=O)C1(C)Cc2c(-c3cccc(NC(C)=O)c3)ccnc2O1 (centres undefined)	4	7	x	5	2	5	0	-2	1	-1
COCc1c(C(=O)OCC(=O)NCc2ccco2)oc2ccccc12	-4	1	-2	3	7	-5	1	1	-1	2
COc1cc(C(=O)N2CCN(C)CC2)cc(OC)c1OC	0	0	10	0	17	-3	-4	2	2	-2
C[N+](C)(C)CCNC(=O)c1cc[n+](Cc2ccccc2)c(/C=N/O)c1	0	2	-2	-2	3	13	-2	-4	8	-3
CCOc1cccc(-c2c(C(=O)N/N=C/c3ccsc3)nnn2-c2nonc2N)c1	-1	-3	-11	0	-3	-11	0	-1	6	3
O=C1COc2ccc(C(=O)CSc3nnc(Cc4ccccc4)o3)cc2N1	-4	-1	-2	5	-9	-4	2	-6	-1	7
O=C(N/N=C/c1ccc(Cl)cc1)c1cc(-c2cccnc2)nc2ccccc12	-6	-6	-4	0	2	-20	0	-5	3	7
COc1cccc(C(=O)c2cc3ccc(O)cc3oc2=O)c1	-5	5	0	-5	-17	4	-1	-2	2	6
COc1cc(CNc2ccc3[nH]c(=O)[nH]c3c2)cc(Br)c1OCc1ccc(F)cc1	-4	7	-1	-3	13	15	8	2	3	5
COC(=O)[C@H]1C[C@@]2(O)CN(S(=O)(=O)c3ccc(C)cc3)C[C@@]2(OC(=O)Nc2c(C)noc2C)C[C@H]1C(=O)OC	3	-2	-1	-5	8	13	-3	0	1	3
NC(=O)c1cc(C(=O)c2ccc(Cl)cc2)c[nH]1	-6	3	-6	0	-1	1	-1	-2	-4	1
CC(C)N=C(NS(=O)(=O)c1ccccc1)C(Cl)(Cl)Cl	-3	-2	3	4	5	4	0	-1	5	-1
O=C(CCS(=O)(=O)c1ccccc1)Nc1nccs1	-2	-8	-4	4	-4	-9	-1	1	-1	0
CCc1noc(C)c1C(=O)NNC(=O)c1ccc(Br)cc1	2	-8	-2	0	-2	-2	3	-5	-2	-2
COc1ccc(OCC(=O)N2CCN(c3cccc(C(F)(F)F)c3)CC2)cc1	-8	1	-5	-7	-4	-3	2	-1	5	-4
Cn1cncc1C#Cc1ccc2cc(CCCO)oc(=O)c2c1	-1	-7	3	-4	8	2	-2	-2	5	-3
CS(=O)(=O)N(CC(=O)NCCSCc1ccccc1)c1ccccc1F	-6	-1	3	-3	-1	4	-1	-3	7	-6
COc1ccccc1OCC(=O)NNC(=O)c1c(-c2ccccc2Cl)noc1C	-1	-1	-2	-2	1	1	0	3	-6	0
C=CCC[C@H](Cc1ccc(F)cc1)C(=O)OC[C@@H](Cc1c[nH]c2ccccc12)NC(=O)[C@H](CC=C)CC(=O)N(CCO)Cc1ccccc1	-10	-33	-48	-5	-27	-14	1	1	1	12
O=C(COC(=O)c1ncc(Cl)c(Cl)c1Cl)NC(=O)c1ccccc1	0	5	0	-2	4	-3	-1	-1	0	-1

3 entries drawn at random from the list so far:
SMILES	GC-B act	ABHD4 inh	HTRA1 inhibitor	MBD2 inh	TDP2 inh	SIAE primary	PRMT1 FP inh	LEDGF integ inh	TCR CD3 inh	rCAG binder
COc1cc(CNc2ccc3[nH]c(=O)[nH]c3c2)cc(Br)c1OCc1ccc(F)cc1	-4	7	-1	-3	13	15	8	2	3	5
O=C(CCS(=O)(=O)c1ccccc1)Nc1nccs1	-2	-8	-4	4	-4	-9	-1	1	-1	0
COc1cc(OC)c2ccc(=O)oc2c1C(CC(=O)N1CCCC1)c1ccc2c(c1)OCO2 (centres undefined)	-17	7	-6	0	3	2	4	2	-9	-1

(cont.)
SMILES	GC-B act	ABHD4 inh	HTRA1 inhibitor	MBD2 inh	TDP2 inh	SIAE primary	PRMT1 FP inh	LEDGF integ inh	TCR CD3 inh	rCAG binder
Cc1ccc(NC(=O)CCC(=O)c2ccccc2)cc1	4	0	1	-3	-7	-1	2	2	-2	8
CC(NC(=O)CN(c1ccc(Br)cc1)S(C)(=O)=O)c1ccccc1 (centres undefined)	-8	-5	5	-3	-10	5	-2	1	4	-4
Cc1ccc(C(=O)Nc2ccc(C)c(S(=O)(=O)Nc3ccccc3Cl)c2)s1	1	-77	-56	-2	10	-28	0	-3	4	36*
CCCC(c1nnnn1CC(=O)OCC)N(Cc1cc2ccc(C)cc2[nH]c1=O)C1CCCC1 (centres undefined)	-10	-2	-1	-2	6	2	-2	0	5	-1
O=[N+]([O-])c1cccc(-c2c[n+]3c(n2-c2ccccc2)SCC3)c1	0	-1	1	-3	-4	-3	-5	4	-5	1
O=C(COC(=O)c1ccccc1O)NCc1ccco1	2	-3	0	7	-1	-2	5	11	6	11
CCOc1cccc(CN2CCCC(CNC(=O)c3cccc(OC)c3OC)C2)c1 (centres undefined)	-3	-3	6	16*	-11	-5	6	2	-3	-8
CC1=C(C(=O)OCc2ccccc2)C(c2ccccc2OS(=O)(=O)c2ccc([N+](=O)[O-])cc2)NC(=O)N1CCCC(=O)O (centres undefined)	-4	-2	-5	1	7	0	-2	1	-2	10
COCC(=O)N1CCC(Oc2ccc(C(=O)N(C)C(C)c3ccon3)cc2)CC1 (centres undefined)	-2	-5	-1	0	0	0	2	-2	-2	-9
O=C(NC(NC1CCS(=O)(=O)C1)C(=O)c1cccs1)c1ccccc1 (centres undefined)	-3	-1	x	1	2	1	-1	3	4	4
C/C(=C\c1ccco1)CN1CCC(N2CCC(C(=O)N3CCOCC3)CC2)CC1	-3	3	4	1	-3	-2	-1	3	-8	-5
OC[C@@H](O)[C@@H](O)[C@H](O)[C@@H](O)CO	-8	-7	1	11	-5	3	9	-2	-3	1
CCCCNC(=O)CC1S/C(=N/N=C/c2ccc(OC)cc2)NC1=O (centres undefined)	-1	-1	-5	-4	3	3	-3	1	-1	0
Cc1cc([N+](=O)[O-])nn1Cc1ccc(C(=O)N/N=C/c2ccc(F)cc2)cc1	-1	2	-9	-1	-1	1	-2	-1	0	0
O=C1NC(c2cc(Cl)cc([N+](=O)[O-])c2O)Nc2ccccc21 (centres undefined)	-3	13	3	-6	3	-4	3	0	7	35*
O=C(Nc1ccc(NC(=O)c2ccc3c(c2)OCO3)cc1)c1cccc(Cl)c1	-2	3	2	4	-2	-2	2	-3	-4	-1

Screens from PubChem.

An excerpt (hit frequency here may not be typical).
